Screening data deposited in PubChem BioAssay by The Scripps Research Institute Molecular Screening Center.
GPR151 ag = activators of human GPR151, primary screen, cell-based, PathHunter beta-arrestin, luminescence; AID 1508602, 2020; activation, % at 11.2 µM; 1% of 650,000 active; G-protein coupled receptor 151 (Homo sapiens), Q8TDV0; PathHunter beta-arrestin GPR151 cells; in the data active = activation above about 4.9%;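 note: 0% = median of compound wells and 100% = cells with positive control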
Target sequence (Q8TDV0 whole entry, looked up): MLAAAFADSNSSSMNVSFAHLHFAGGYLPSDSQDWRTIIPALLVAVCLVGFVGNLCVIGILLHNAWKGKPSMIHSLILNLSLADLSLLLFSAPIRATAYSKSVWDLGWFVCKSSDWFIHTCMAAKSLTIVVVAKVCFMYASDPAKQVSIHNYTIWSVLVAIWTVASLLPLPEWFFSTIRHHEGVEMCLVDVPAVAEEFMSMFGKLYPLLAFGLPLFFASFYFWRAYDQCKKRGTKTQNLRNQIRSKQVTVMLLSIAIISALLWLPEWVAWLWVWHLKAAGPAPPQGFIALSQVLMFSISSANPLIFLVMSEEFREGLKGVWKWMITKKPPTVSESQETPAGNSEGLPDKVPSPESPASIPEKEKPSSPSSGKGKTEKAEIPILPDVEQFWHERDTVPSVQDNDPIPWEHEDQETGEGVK
MITF inh = MITF inhibitors, primary screen, biochemical, AlphaScreen, human. AID 1259374, 2018. AlphaScreen MITF homodimerization, bead proximity signal. 0.91% of 650,000 active. inhibition, % at 2.6 µM; in the data active = inhibition above about 50%;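 note: 0% = vehicle wells with protein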
FBW7 activator = FBW7 E3 ligase activators, primary screen, biochemical, AlphaScreen, human. F-box/WD repeat-containing protein 7 (Homo sapiens), Q969H0. AlphaScreen FBW7–phospho-cyclin E peptide binding, activator screen. normalized activity (activation), % at 26.1 µM. 0.13% of 650,000 active; in the data active = normalized activity above about 1.9%;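 note: purified mutant Fbw7 with reduced substrate affinity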
Target sequence (Q969H0 whole entry, looked up): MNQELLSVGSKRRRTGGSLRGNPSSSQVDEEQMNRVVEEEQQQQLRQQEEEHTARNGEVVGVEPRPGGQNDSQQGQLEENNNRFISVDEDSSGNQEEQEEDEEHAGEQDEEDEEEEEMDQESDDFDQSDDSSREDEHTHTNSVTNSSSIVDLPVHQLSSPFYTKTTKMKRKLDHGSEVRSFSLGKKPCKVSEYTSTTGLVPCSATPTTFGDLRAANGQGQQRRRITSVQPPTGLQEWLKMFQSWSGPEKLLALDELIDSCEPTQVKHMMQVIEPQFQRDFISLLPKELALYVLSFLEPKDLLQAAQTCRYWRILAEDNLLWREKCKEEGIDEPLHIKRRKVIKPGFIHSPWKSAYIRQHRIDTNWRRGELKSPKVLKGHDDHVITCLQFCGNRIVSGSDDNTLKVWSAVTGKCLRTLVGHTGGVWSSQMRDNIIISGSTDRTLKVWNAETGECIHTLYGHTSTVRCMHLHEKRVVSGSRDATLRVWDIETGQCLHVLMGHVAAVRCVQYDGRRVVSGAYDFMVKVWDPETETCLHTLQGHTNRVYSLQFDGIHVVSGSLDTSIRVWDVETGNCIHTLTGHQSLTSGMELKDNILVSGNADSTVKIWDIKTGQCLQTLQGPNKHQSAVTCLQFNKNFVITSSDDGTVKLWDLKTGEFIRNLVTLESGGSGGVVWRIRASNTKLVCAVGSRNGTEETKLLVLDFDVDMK
TEAD-YAP inh = TEAD-YAP interaction inhibition, primary screen, TEAD-YAP interaction inhibitor project, luminescence, HEK-TIYL cells. TEAD-Gal4/YAP UAS-luciferase luminescence. 1.4% of 640,000 active. inhibition, % at 9.12 µM; in the data active = inhibition above about 32%;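 note: 0% = median of test compound wells and 100% = reference inhibitor wells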
An asterisk follows results filed as active. Compounds were not picked by outcome; 3.5% or so of the library scored in one or more.

SMILES	GPR151 ag	MITF inh	FBW7 activator	TEAD-YAP inh
O=C(NC(=S)Nc1cccnc1)c1ccccc1Br	1.0	14	0.3	-5
CC(C)Sc1nc(-c2ccco2)nc2c1c(=O)n(C)c(=O)n2C	1.7	-7	-0.1	-6
COc1ccc(OC)c(NC(=O)c2ccc(C(=O)O)cc2C(=O)O)c1	-1.2	-5	0.1	3
Cc1ccc(/C(O)=C2/C(=O)C(=O)N(CCCN3CCOCC3)C2c2ccc(C(C)C)cc2)cc1 (stereo not given)	0.3	6	0.2	-7
CN(C)CC(=O)Nc1ccc(Oc2ccccc2)cc1	1.1	9	0.1	-13
O=C(O)CCNC(=O)c1ccc2c(c1)OCCO2	-0.1	16	0.8	2
COc1ccc(CC(=O)Nc2ccc(C(=O)NC(C)(C)C)cc2)cc1OC	-0.6	4	0.5	8
Cc1cc2cc(CCNC(=O)c3ccc(Cl)cc3Cl)c(=O)[nH]c2cc1C	-0.7	10	0.3	2
CCOc1ccc(CCNC(=O)CCc2c(C)nc3c4c(C)cc(C)nc4nn3c2C)cc1	0.1	3	-0.1	3
Cc1ccc(C)c(NC2=NCCOC2)c1	-0.4	7	0.0	2
Cc1[nH]c2ccccc2c1C=Nc1cccc(C#N)c1	-1.4	-24	-0.2	-6
Cc1ccc(S(=O)(=O)N2CCOCCOCCN(S(=O)(=O)c3ccc(C)cc3)CCOCCOCC2)cc1	1.3	-5	0.0	-3
COc1ccc(OC)c(C2N(c3ccc(Cl)cc3)C(=O)C3CCCN32)c1 (stereo not given)	0.6	2	0.6	5
CC(NC(=O)OC(C)(C)C)C(=O)NCC(=O)NC(CSC1CCCCO1)C(=O)NN (stereo not given)	0.0	12	0.2	6
CCC(C)NC(=O)C(Cc1ccccc1)NS(=O)(=O)c1ccc2c(c1)oc(=O)n2C (stereo not given)	-0.9	0	1.2	-12
COc1ccc(S(=O)(=O)N(CC(=O)N(C)Cc2ccccc2)c2ccccc2)cc1	-0.4	-12	-0.1	2
CC(C)C(=O)Nc1ccc(C(=O)NCCNC(=O)C(c2ccccc2)c2ccccc2)cc1	4.7	14	-0.1	3
Cc1nn(-c2cccc(Cl)c2)c2nc(C(F)(F)F)[nH]c(=O)c12	-1.8	-7	-0.1	-11
CCC1CN(S(=O)(=O)c2ccc3c(c2)NC(=O)CC(=O)N3)c2cc(Cl)ccc2O1 (stereo not given)	1.9	7	0.2	5
CC(=O)c1ccc(NC(=O)CSc2nc(-c3ccc(C)cc3)ns2)cc1	-1.9	13	0.0	-29
O=C(NCc1ccccc1)C(c1ccccc1)c1ccccc1	1.7	-4	-0.2	-8
O=C(Cn1c(=O)oc2ccccc21)NC1CCCCC1	-0.3	-22	0.1	-7
CCOC(=O)c1ccc(NC(=S)Nc2cc(C(=O)OC)cc(C(=O)OC)c2)cc1	-2.0	19	0.1	-6
CCOCc1cnc(C)nc1NCC(=O)c1c(C)[nH]c2cc(C)ccc12	-0.4	-1	0.4	26
COc1cc(-c2cnn3c(NCCc4cccnc4)ccnc23)ccc1O	0.2	-8	0.2	-10

A portion taken from the entries so far:
SMILES	GPR151 ag	MITF inh	FBW7 activator	TEAD-YAP inh
Cc1ccc(S(=O)(=O)N2CCOCCOCCN(S(=O)(=O)c3ccc(C)cc3)CCOCCOCC2)cc1	1.3	-5	0.0	-3
COc1ccc(OC)c(C2N(c3ccc(Cl)cc3)C(=O)C3CCCN32)c1 (stereo not given)	0.6	2	0.6	5
CC(NC(=O)OC(C)(C)C)C(=O)NCC(=O)NC(CSC1CCCCO1)C(=O)NN (stereo not given)	0.0	12	0.2	6
CCC(C)NC(=O)C(Cc1ccccc1)NS(=O)(=O)c1ccc2c(c1)oc(=O)n2C (stereo not given)	-0.9	0	1.2	-12
COc1ccc(S(=O)(=O)N(CC(=O)N(C)Cc2ccccc2)c2ccccc2)cc1	-0.4	-12	-0.1	2
CC(C)C(=O)Nc1ccc(C(=O)NCCNC(=O)C(c2ccccc2)c2ccccc2)cc1	4.7	14	-0.1	3
Cc1nn(-c2cccc(Cl)c2)c2nc(C(F)(F)F)[nH]c(=O)c12	-1.8	-7	-0.1	-11
CCC1CN(S(=O)(=O)c2ccc3c(c2)NC(=O)CC(=O)N3)c2cc(Cl)ccc2O1 (stereo not given)	1.9	7	0.2	5
CC(=O)c1ccc(NC(=O)CSc2nc(-c3ccc(C)cc3)ns2)cc1	-1.9	13	0.0	-29
O=C(NCc1ccccc1)C(c1ccccc1)c1ccccc1	1.7	-4	-0.2	-8
O=C(Cn1c(=O)oc2ccccc21)NC1CCCCC1	-0.3	-22	0.1	-7
CCOC(=O)c1ccc(NC(=S)Nc2cc(C(=O)OC)cc(C(=O)OC)c2)cc1	-2.0	19	0.1	-6
CCOCc1cnc(C)nc1NCC(=O)c1c(C)[nH]c2cc(C)ccc12	-0.4	-1	0.4	26
COc1cc(-c2cnn3c(NCCc4cccnc4)ccnc23)ccc1O	0.2	-8	0.2	-10

New compounds follow.
SMILES	GPR151 ag	MITF inh	FBW7 activator	TEAD-YAP inh
Cc1nnc(SCC(=O)Nc2ccc(C(=O)N3CCCCC3)cc2)s1	2.5	-2	0.1	4
COc1ccc2c(c1)OC(C)CN(CCC(=O)NCc1cn[nH]c1-c1ccccc1)C2 (stereo not given)	0.2	-6	0.6	-1
COc1ccc(C2/C(=C(/O)c3ccc(C)cc3)C(=O)C(=O)N2c2cccnc2)c(OC)c1 (stereo not given)	0.6	11	0.1	4
Nn1c(SCC(=O)Nc2cc(C(F)(F)F)ccc2Cl)nncc1=O	-0.3	-9	-0.1	-7
O=C(NC1CC1)c1ccnc(-c2csc3ccccc23)c1	-2.4	4	0.2	-23
C=CCN(C(=O)c1csnn1)C(C(=O)NC(C)(C)C)c1ccncc1 (stereo not given)	-0.4	12	-0.1	-4
CCOc1ccc(-n2c(SCC(=O)Nc3ccccc3C)nc3sc4c(c3c2=O)CCCC4)cc1	2.6	-1	-0.1	1
Cc1ccccc1Nc1nc(N)nc(-c2cc3ccccc3o2)n1	0.8	2	-0.4	-73
O=C(CC(C(=O)N1CCc2ccccc21)n1ccnc1)NCC1COc2ccccc2O1 (stereo not given)	-1.0	8	0.5	0
Cn1c(SCC(=O)NCc2cccs2)nnc1C1CC1	0.9	-1	-0.1	8
Cc1ccc(-n2ncc3c(=O)n(CC(=O)N4CCCc5ccccc54)cnc32)cc1C	-0.1	-5	-0.3	14
CCOc1cc(CN2CCN(C3CCCCCC3)CC2)ccc1OC	-0.1	55*	0.0	-5
COC(=O)CCN1CCCCC1	-1.0	0	0.0	8
O=C(O)c1cccnc1SC1CC(=O)N(c2ccc(SC(F)F)cc2)C1=O (stereo not given)	-1.8	6	0.8	2
C=CCn1c(CCNC(=O)C(C)C)nc2ccccc21	7.0*	5	0.0	-1
COCC(=O)N(Cc1ccccc1)Cc1cc2cc(C)c(C)cc2n2nnnc12	0.2	10	0.0	-9
N#C/C(=C(/O)CSc1nnc(Nc2ccccc2F)s1)c1nc2ccccc2[nH]1	-0.2	9	0.9	-4
CCOc1cc(/C=C/C(=O)O)cc(Br)c1OC	2.6	2	-0.1	-2
O=C1N[C@@H](COCc2ccccc2)C(=O)N2C[C@@H](NCc3sc4ccccc4c3Cl)C[C@@H]12	-0.1	-3	0.0	-1
O=C(Cn1c(-c2cscn2)nc2ccccc21)Nc1ccc(Cl)cc1	-0.9	10	0.0	16
CCOC(=O)c1c(NC(=O)c2ccc(Cl)cc2)sc2c1CCC2	2.7	-1	0.0	-1
Cc1ccc2c(c1)NC(c1ccccc1)C1=C(CC(C)(C)CC1=O)N2 (stereo not given)	-1.5	-5	-0.1	-9
COc1cc(-c2nc3ccccc3c(=O)n2NC(=O)c2ccc(Br)cc2)cc(OC)c1OC	2.1	2	0.1	-1
Cc1ccc(/C(=N\O)c2oc3c(C)c4oc(=O)cc(C)c4cc3c2C)cc1	-0.8	1	-0.1	-10
Cc1ccc(NC(=O)Oc2ccccc2C)cc1NC(=O)Oc1ccccc1C	-1.2	2	0.0	-9
SMILES	GPR151 ag	MITF inh	FBW7 activator	TEAD-YAP inh
CCOC(=O)CS(=O)(=O)c1ccc(C(=O)NCc2ccccc2)cc1[N+](=O)[O-]	-1.7	6	0.2	9
O=C(O)c1cccc(NC2SC(=O)N(c3ccccc3)C2=O)c1 (stereo not given)	-0.1	7	0.6	-65
COC(=O)c1ccc2nc(NC(=O)CCc3ccccc3)sc2c1	0.6	8	0.0	-20
CC(C)(C)NC(NC(=O)Cc1ccccc1)C(Cl)(Cl)Cl (stereo not given)	0.0	2	0.0	14
C=CCNC(=O)CSc1nnc(-c2ccncc2)n1-c1ccc(C)cc1C	-0.3	9	0.0	4
O=C(NN1C(=O)CCC1=O)c1cccc([N+](=O)[O-])c1	-0.7	19	0.1	3
COc1ccc(C(=O)NCC2CCCN2S(=O)(=O)c2cccs2)cc1OC (stereo not given)	4.8	-5	0.0	-10
CC(=O)c1cccc(NC(=O)c2sc3nc4c(C)cccc4cc3c2N)c1	2.7	3	-0.1	4
CCCCN(C)C(=O)C1(c2ccc(OC)cc2)CCOCC1	0.3	13	0.0	-2
COc1ccc(C(=O)Nc2cccc(-c3nc4cc(Cl)ccc4o3)c2C)cc1[N+](=O)[O-]	0.0	1	-0.1	-11
Cc1cc2c(Cc3ccc(Br)cc3)n[nH]c(=O)c2c(=O)[nH]1	-0.8	-8	-0.1	-2
COc1ccccc1N1C(=O)C2C(c3ccc(C)cc3)NC(CC(C)C)(C(=O)O)C2C1=O (stereo not given)	-1.3	-6	0.1	4
O=C1CC(N2CCC(O)CC2)C(=O)N1c1ccc(Cl)cc1 (stereo not given)	4.5	-1	0.1	-4
O=C(N/N=C/c1ccc([N+](=O)[O-])c(O)c1)/C(=C\c1cccs1)NC(=O)c1ccccc1	-0.6	9	0.0	9
O=C(NC(=S)NCCNc1ccc([N+](=O)[O-])cc1)c1cccc(Cl)c1	-0.7	10	-0.1	-5
COc1cccc(NS(=O)(=O)c2cc(C(=O)N3CCN(c4ccccc4)CC3)ccc2NCc2ccccc2Cl)c1	0.3	-2	0.0	-15
O=C(N/N=C/c1cccs1)C(=O)Nc1ccccc1	0.7	10	0.1	-24
COC(=O)/C(=C(/F)SCC(C)=O)C(F)(F)F	-1.5	20	0.9	-7
CN(CCC#N)C12CC3CC(CC(C3)C1)C2	1.0	0	-0.2	-3
C=CCn1c(SCC(=O)Nc2cccc(C(C)=O)c2)nc2sc3c(c2c1=O)CCC3	-0.4	5	1.1	-11
O=C1CCCN1CCCNc1nc(N2CCC(N3CCOCC3)CC2)nc2c1ncn2-c1ccccc1	-1.0	6	0.0	-8
O=C1OC(c2ccccc2)=N/C1=C\c1cccc(Cl)c1Cl	-0.1	-4	0.0	-4
Cc1ccc(C(=O)Cc2nc3ncccc3[nH]c2=O)cc1	-0.3	11	0.0	-34
O=C(CN1/C(=C(\O)c2ccccc2)C(=O)c2ccccc2S1(=O)=O)c1ccc(Br)cc1	-0.4	14	0.7	-6
CCOc1ccccc1NC(=O)C1(S(=O)(=O)c2ccc(Cl)cc2)CC1	-1.7	5	0.5	18
SMILES	GPR151 ag	MITF inh	FBW7 activator	TEAD-YAP inh
COC(=O)c1cc(C(=O)c2cc(Br)ccc2O)coc1=N	-0.2	12	0.1	1
CN1C(=O)c2ccc(NC(=O)COc3ccc(Cl)cc3)cc2C1=O	-0.4	-8	-0.1	-2
Cn1c(=O)c2c(SC3CCCC3)nc(-c3cccs3)nc2n(C)c1=O	-0.5	-2	0.1	-1
O=C(CNS(=O)(=O)c1ccc(Cl)cc1)OCC(=O)c1ccccc1	-0.7	-3	-0.1	-1
Cc1cccc(N2CCN(S(=O)(=O)c3c(C)noc3C)CC2)c1C	-0.7	2	0.0	8
O=c1[nH]c(-c2ccccc2)nc2c1CN(C1CCCC1)CC2	-0.1	7	0.2	-6
Cc1nc2ccc(S(=O)(=O)NC(C(=O)NC3CCCC(C)C3C)C(C)C)cc2s1 (stereo not given)	-0.9	18	0.0	1
COc1cc(OC)c(/C=N/N=C2\NC(=O)C(CC(=O)O)S2)cc1Br (stereo not given)	0.1	-3	0.1	-4
CCCN1C(=O)/C(=C/c2cc(OCC)c(O)cc2Br)NC1=S	0.7	7	0.0	2
COc1cccc(-c2nnc(-c3ccc([N+](=O)[O-])cc3)o2)c1	-0.8	8	-0.2	-4
Cc1c(C(=O)N2CCCCC2)sc(NC(=O)c2ccc(Cl)cc2)c1C#N	0.4	-12	0.1	3
CN(C(=O)c1ccccc1F)c1nc(-c2ccccc2)cs1	0.9	20	0.1	-70
CCNS(=O)(=O)c1ccc(NC(=O)Cc2ccc(Br)cc2)cc1	1.3	-3	0.2	5
CCN1CCN(C(=O)c2ccccc2)C(C(=O)NC)C1 (stereo not given)	-0.5	15	0.4	0
Cn1c(=O)c2ccccc2n2c(SCC(=O)NCCc3ccccc3)nnc12	0.3	4	-0.2	-2
O=[N+]([O-])c1ccc(Nc2ccccc2Cl)c2nonc12	0.8	4	-0.3	5
CC(C)n1c(Oc2ccc(F)cc2)nc2c(=O)n(C)c(=O)n(C)c21	0.1	-6	0.6	3
O=C(CSc1ccc(Cl)cc1)NNC(=O)c1cccnc1	-0.2	13	-0.1	3
Cc1cc(Br)c2c(c1)C(O)(CC(=O)c1ccccn1)C(=O)N2 (stereo not given)	-0.5	0	-0.1	2
Cc1ccc(OCC(=O)Nc2ccc(S(=O)(=O)Nc3nccs3)cc2)c(Br)c1	1.6	-9	-0.1	0
CCOC(=O)c1cccc(C(=O)Nc2ccc(I)cc2)n1	2.9	16	0.3	-41
CN1C(=O)C2ON(c3ccc(Cl)cc3)C(c3ccccc3)C2C1=O (stereo not given)	-0.9	6	0.3	11
